# CF NFkB block: inhibitors of PAF-induced NF-kB signaling, primary screen, cell-based, GFP fluorescence, uHTS; KKLEB NF-kB-GFP reporter, GFP fluorescence overnight; hit rate 0.86% among 360,000; inhibition, % at 5 µM;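 active means at least 50% inhibition at 5 µM, scaled per plate between neutral and stimulator controls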;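 further: PAF is a Pseudomonas aeruginosa culture filtrate used as stimulus; plate controls were PAF-stimulated DMSO wells for no effect and unstimulated DMSO wells for full effect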
# TRAIL sens C8: viability loss with TRAIL in NB7+C8 cells, primary screen, TRAIL sensitizer project, cell-based, ATPlite luminescence. inhibition (viability loss, TRAIL sensitization), % at 10 µM. hit rate 1% among 360,000;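 active means compounds causing at least 50% loss of cell viability in the single-dose screen, relative to plate controls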
# LRH-1 inv ag: LRH-1 (NR5A2) inverse agonists, primary screen, cell-based, luminescence, HEK293T, StAR-luciferase reporter; hit rate 0.13% among 360,000; LRH-1 transfected, 24 h; AID 602396, 2012; inhibition, % at 3.6 µM; Nuclear receptor subfamily 5 group A member 2 (Homo sapiens), O00482;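 active means inhibition above the mean inhibition of all tested compounds plus 3 SD, cut at about 73% in these data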;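 further: 0% = DMSO wells and 100% = reporter-only cells lacking LRH-1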
# KKLEB tox: cytotoxicity in KKLEB CF airway cells, primary screen, cytotoxicity control for CF NF-kB inhibitor project, cell-based, uHTS, fluorescence assay plates; KKLEB CF airway cells viability, ATPlite luminescence, overnight; hits give low values; cells stimulated with P. aeruginosa culture filtrate; activity change (cytotoxicity), % at 5 µM; hit rate 0.36% among 360,000; AID 602141, 2011;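 active means corrected activity change at or below -50% at 5 µM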
# NR2F2 inh: NR2F2 transcriptional activity inhibitors, primary screen, cell-based, luciferase reporter, HEK293T, luminescence; inhibition, % at 8.6 µM; HEK293T NGFI-A luciferase reporter; hit rate 0.7% among 370,000;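 active means inhibition above a per-plate cutoff, mean inhibition of test wells between control levels plus 3 SD, cut at about 38% in these data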;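 further: cells cotransfected with COUP-TFII expression vector driving the NGFI-A reporter; 0% = median of COUP-TF2 test wells and 100% = reporter-only cells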
# NCOA3 inh: SRC3 coactivator transcriptional activity inhibitors, primary screen, cell-based, luminescence. HEK293 GAL4-SRC3 luciferase reporter. inhibition, % at 3.6 µM. hit rate 0.17% among 360,000. AID 588352, 2011;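 active means inhibition above a per-campaign cutoff, the mean of all compounds plus 3 SD, cut at about 60% in these data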;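 further: 0% = DMSO-treated cells and 100% = gossypol-treated cells at 36 µM; higher means less SRC3-driven luciferase light from the GAL4 reporter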
# Target sequence (Q9Y6Q9 whole entry, looked up, the tested form may be a part): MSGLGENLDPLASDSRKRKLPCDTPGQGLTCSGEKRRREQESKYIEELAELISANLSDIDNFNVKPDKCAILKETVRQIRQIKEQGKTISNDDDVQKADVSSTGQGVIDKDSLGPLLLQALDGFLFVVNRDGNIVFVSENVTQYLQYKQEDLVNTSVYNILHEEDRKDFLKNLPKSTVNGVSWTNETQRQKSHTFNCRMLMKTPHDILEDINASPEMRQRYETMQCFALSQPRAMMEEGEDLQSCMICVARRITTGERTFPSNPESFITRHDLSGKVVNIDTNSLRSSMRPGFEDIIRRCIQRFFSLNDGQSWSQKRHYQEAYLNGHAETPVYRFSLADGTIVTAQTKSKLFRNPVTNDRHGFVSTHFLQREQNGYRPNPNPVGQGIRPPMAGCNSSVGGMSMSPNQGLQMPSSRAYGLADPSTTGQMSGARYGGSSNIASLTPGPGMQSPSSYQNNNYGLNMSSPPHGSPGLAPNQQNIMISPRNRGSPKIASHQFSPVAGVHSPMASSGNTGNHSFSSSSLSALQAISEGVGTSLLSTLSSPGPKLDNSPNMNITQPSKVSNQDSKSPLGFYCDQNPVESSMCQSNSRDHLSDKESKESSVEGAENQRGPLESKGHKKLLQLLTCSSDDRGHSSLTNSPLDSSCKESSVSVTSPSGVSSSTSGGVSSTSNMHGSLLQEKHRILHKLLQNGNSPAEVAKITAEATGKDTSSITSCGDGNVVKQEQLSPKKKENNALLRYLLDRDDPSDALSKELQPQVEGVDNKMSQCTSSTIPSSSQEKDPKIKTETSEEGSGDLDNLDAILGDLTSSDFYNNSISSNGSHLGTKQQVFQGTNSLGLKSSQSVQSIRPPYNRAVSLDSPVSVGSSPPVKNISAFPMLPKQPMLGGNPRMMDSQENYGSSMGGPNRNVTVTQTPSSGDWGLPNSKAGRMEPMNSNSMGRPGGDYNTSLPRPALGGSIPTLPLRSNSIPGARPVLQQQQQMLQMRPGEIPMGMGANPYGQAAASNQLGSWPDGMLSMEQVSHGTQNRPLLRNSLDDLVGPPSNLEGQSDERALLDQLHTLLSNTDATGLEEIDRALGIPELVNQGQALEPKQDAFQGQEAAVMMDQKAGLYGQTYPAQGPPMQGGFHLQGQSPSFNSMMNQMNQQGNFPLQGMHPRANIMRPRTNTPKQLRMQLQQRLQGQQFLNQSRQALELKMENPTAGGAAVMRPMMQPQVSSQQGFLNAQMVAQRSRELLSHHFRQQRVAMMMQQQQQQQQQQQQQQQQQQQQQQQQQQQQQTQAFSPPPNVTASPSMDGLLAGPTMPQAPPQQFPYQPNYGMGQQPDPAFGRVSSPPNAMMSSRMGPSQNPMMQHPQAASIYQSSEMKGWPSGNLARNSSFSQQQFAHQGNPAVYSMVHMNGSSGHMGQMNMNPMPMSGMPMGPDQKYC
# TWEAK Fn14 block: inhibitors of TWEAK-Fn14 signaling, primary screen, luciferase reporter cells, uHTS. TWEAK-stimulated Fn14 reporter cells, luciferase luminescence, 8 h. AID 1159606, 2016. hit rate 2% among 360,000. inhibition, % at 10 µM; in the data active means inhibition above about 50%
# SRC1 inh: SRC1 coactivator transcriptional activity inhibitors, primary screen, cell-based, luminescence; HEK293 GAL4-SRC1 luciferase reporter; inhibition, % at 3.6 µM; hit rate 0.12% among 360,000; AID 588354, 2011;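 active means inhibition above the campaign mean plus 3 SD, with each screening campaign given its own cutoff, cut at about 60% in these data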;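 further: 0% = DMSO treated cells and 100% = gossypol at 36 µM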
# TROY NFkB inh: inhibitors of TROY-driven NF-kB signaling, primary screen, Q293 LMP1-TROYcd cells, NF-kB luciferase, uHTS | Q293 LMP1-TROYcd NF-kB luciferase reporter, 4 h | inhibition, % at 10 µM | hit rate 0.98% among 360,000 | AID 1347056, 2019;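 active means compounds whose plate-normalised and pattern-corrected inhibition of the luciferase reporter signal at the single screening dose is 50% or more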
# LMP1 NFkB inh: EBV LMP1-driven NF-kappaB luciferase reporter inhibitors, primary screen, cell-based, luminescence, single point; LMP1-induced NF-kappaB luciferase reporter cells; inhibition, % at 12.5 µM; hit rate 0.69% among 350,000; AID 504558, 2011; in the data active means inhibition above about 41%;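 further: 0% = neutral control wells and 100% = reference inhibitor control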
# NCOA2 inhibitor: inhibition of GAL4-SRC2 driven luciferase reporter, primary screen, SRC2 inhibitor project, cell-based, luminescence; Nuclear receptor coactivator 2 (Homo sapiens), Q15596; HEK293 GAL4-SRC2 luciferase reporter; inhibition, % at 9 µM; hit rate 0.17% among 370,000;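 active means inhibition above the mean inhibition of all tested compounds plus 3 SD, set per campaign, cut at about 52% in these data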;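 further: 0% = DMSO treated cells and 100% = cells given Gossypol at 36 µM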
# An asterisk follows results filed as active; nt = no result given.
(1) CC(=O)c1ccc(-c2ccc(Cn3c(C)nc4cc(N)c(C)nc43)cc2)cc1
(2) NS(=O)(=O)c1ccc(NC(=O)C(Sc2ccccc2)c2ccccc2)cc1 (configuration not stated)
(3) C[C@H](CO)N1C[C@H](C)[C@H](CN(C)Cc2ccc(Oc3ccccc3)cc2)Oc2ccc(NC(=O)Nc3cccc4ccccc34)cc2CC1=O
(4) c1csc(-c2nn3c(Cn4nnc5ccccc54)nnc3s2)c1
(5) c1ccc2c(c1)nc(N1CCCCCC1)c1nncn12
compound no.,1,2,3,4,5
CF NFkB block,-21,-3,-1,1,-7
TRAIL sens C8,3,-2,8,-6,-4
LRH-1 inv ag,2,10,-4,0,9
KKLEB tox,25,-3,0,2,-1
NR2F2 inh,-5,-5,0,7,1
NCOA3 inh,-2,10,-5,-16,-24
TWEAK Fn14 block,-14,27,4,-15,-6
SRC1 inh,-6,8,15,3,8
TROY NFkB inh,-12,-3,10,8,0
LMP1 NFkB inh,1,-3,-4,-7,4
NCOA2 inhibitor,-17,-36,-15,-16,-1

# A section of the results above, as a working copy:
(2) NS(=O)(=O)c1ccc(NC(=O)C(Sc2ccccc2)c2ccccc2)cc1 (configuration not stated)
(3) C[C@H](CO)N1C[C@H](C)[C@H](CN(C)Cc2ccc(Oc3ccccc3)cc2)Oc2ccc(NC(=O)Nc3cccc4ccccc34)cc2CC1=O
(4) c1csc(-c2nn3c(Cn4nnc5ccccc54)nnc3s2)c1
(5) c1ccc2c(c1)nc(N1CCCCCC1)c1nncn12
compound no.,2,3,4,5
CF NFkB block,-3,-1,1,-7
TRAIL sens C8,-2,8,-6,-4
LRH-1 inv ag,10,-4,0,9
KKLEB tox,-3,0,2,-1
NR2F2 inh,-5,0,7,1
NCOA3 inh,10,-5,-16,-24
TWEAK Fn14 block,27,4,-15,-6
SRC1 inh,8,15,3,8
TROY NFkB inh,-3,10,8,0
LMP1 NFkB inh,-3,-4,-7,4
NCOA2 inhibitor,-36,-15,-16,-1

# More structures:
(6) O=C(CC1CCCC1)Nc1ccc(Cl)c(S(=O)(=O)N2CCOCC2)c1
(7) S=C(NCC1CCCO1)N1CCN(c2nc(-c3ccc(Cl)cc3)cs2)CC1 (configuration not stated)
(8) C=CCOc1ccc(Br)cc1CNC(C)(C)C
(9) CCOC(=O)C1=CNS(=O)(=O)NC1c1ccc(C(F)(F)F)cc1 (configuration not stated)
(10) Cc1cccc(N2CCN(S(=O)(=O)c3c(C)[nH]c(C)c3C(=O)N3CCCC3)CC2)c1C
compound no.,6,7,8,9,10
CF NFkB block,4,-9,-2,5,-6
TRAIL sens C8,-2,9,-1,-2,4
LRH-1 inv ag,17,4,16,6,24
KKLEB tox,-1,-3,-24,-3,10
NR2F2 inh,29,59*,1,5,5
NCOA3 inh,-14,22,10,3,12
TWEAK Fn14 block,3,64*,-1,3,28
SRC1 inh,2,0,-13,2,-5
TROY NFkB inh,19,26,-3,-1,-28
LMP1 NFkB inh,6,19,9,-14,9
NCOA2 inhibitor,11,27,26,-3,1

(11) C#CCOCCOCCOCCNc1nc(N2CCN(C(=O)CCCCCCCCCCNC(=O)Cn3cc(CCCCCN)nn3)CC2)nc(N2CCN(C(=O)CCCCCCCCCCNC(=O)Cn3cc(CCCCCN)nn3)CC2)n1
(12) O=C(Nc1cnn(Cc2ccc(Cl)cc2)c1)c1cccs1
(13) COc1ccc(C(=O)Nc2ccccc2N2CCCCC2)cc1[N+](=O)[O-]
(14) O=C(Cc1ccccc1)N1CCN=C1SCc1cccc([N+](=O)[O-])c1
(15) C=CCNC(=S)NCC=C
compound no.,11,12,13,14,15
CF NFkB block,2,7,-24,-4,-18
TRAIL sens C8,-19,4,10,11,-11
LRH-1 inv ag,11,-7,6,4,-2
KKLEB tox,-12,6,19,8,13
NR2F2 inh,nt,1,-3,-3,2
NCOA3 inh,-10,6,0,-5,18
TWEAK Fn14 block,-7,-13,-24,4,-8
SRC1 inh,4,2,3,-6,-2
TROY NFkB inh,-13,-15,-31,15,-4
LMP1 NFkB inh,2,-12,11,-5,4
NCOA2 inhibitor,nt,-10,-9,3,-26

(16) COc1ccccc1NS(=O)(=O)c1ccc(C(=O)N2CCCCCC2)cc1
(17) CCOC(=O)c1ccc(-c2ccc(/C=N/NC(=O)Cc3nnc(N)s3)o2)cc1
(18) CCCN1C(=O)C2(OCCO2)c2cc(Cl)ccc21
(19) COc1ccc(OC)c(/C=N/NC(=O)c2cnccn2)c1
(20) O=C(NC1CC1)C1=C[C@@H](c2ccc(C(F)(F)F)cc2)C[C@@H](OCc2ccc(CO)cc2)O1
(21) Oc1ccccc1Cn1nnc2ccccc21
(22) COc1cccc(CN2CCN(Cc3cc4ccccc4o3)CC2CCO)c1 (configuration not stated)
(23) O=C(CSc1ccccc1)NCC(c1ccco1)N1CCCCC1 (configuration not stated)
compound no.,16,17,18,19,20,21,22,23
CF NFkB block,14,-22,5,-3,-11,7,-1,8
TRAIL sens C8,4,8,-16,5,5,2,-1,6
LRH-1 inv ag,12,-105,1,-12,-28,4,-14,-9
KKLEB tox,-9,7,0,1,2,-10,-2,-28
NR2F2 inh,-5,-60,9,19,10,19,-8,6
NCOA3 inh,0,-69,-4,18,-10,-4,2,-7
TWEAK Fn14 block,19,-24,5,18,-4,2,1,16
SRC1 inh,10,-164,-3,-7,-5,-21,-13,-10
TROY NFkB inh,9,-61,4,-9,-7,-10,5,0
LMP1 NFkB inh,9,-40,-6,-12,3,2,21,-12
NCOA2 inhibitor,-5,-52,-1,-10,-29,17,-32,8

# Marked active in NR2F2 inh, among the entries above:
entry	SMILES	CF NFkB block	LRH-1 inv ag	NR2F2 inh	NCOA3 inh	TWEAK Fn14 block	SRC1 inh	LMP1 NFkB inh	NCOA2 inhibitor
7	S=C(NCC1CCCO1)N1CCN(c2nc(-c3ccc(Cl)cc3)cs2)CC1 (configuration not stated)	-9	4	59*	22	64*	0	19	27

# Compound activity (PubChem)
